GLP1R cytotox = cytotoxicity counter-screen for GLP-1 receptor inverse agonists; Potency, µM (highest dose often 38.3 µM), without a hit: top-dose activity change, negative = inhibition, most hits filed as inhibitors; hit rate 0.13% among 410,000; HEK293 cAMP-luciferase reporter cells, luminescence, 24 h;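 further: loss of luciferase light is scored as toxicity; on the % scale 0 is the no-effect control and ±100 the full control effect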
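MLSMR compounds, 24 hr on cells at 37 deg C/5% CO2; luminescence after luciferase reagent (12 min RT). Inhibition counted as the undesired cytotoxic outcome.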
GLP1R ag = activates the human GLP-1 receptor; hit rate 0.007% among 380,000; Potency, µM (titrated, usually from 45.6 µM), without a hit: top-dose activation, most hits filed as activators; HEK293 GLP-1R CRE-luciferase, luminescence, 4-6 h; cells express a hypersensitive GLP-1R form; further: % of control where 0% means no effect
Target sequence (P43220 whole entry, looked up): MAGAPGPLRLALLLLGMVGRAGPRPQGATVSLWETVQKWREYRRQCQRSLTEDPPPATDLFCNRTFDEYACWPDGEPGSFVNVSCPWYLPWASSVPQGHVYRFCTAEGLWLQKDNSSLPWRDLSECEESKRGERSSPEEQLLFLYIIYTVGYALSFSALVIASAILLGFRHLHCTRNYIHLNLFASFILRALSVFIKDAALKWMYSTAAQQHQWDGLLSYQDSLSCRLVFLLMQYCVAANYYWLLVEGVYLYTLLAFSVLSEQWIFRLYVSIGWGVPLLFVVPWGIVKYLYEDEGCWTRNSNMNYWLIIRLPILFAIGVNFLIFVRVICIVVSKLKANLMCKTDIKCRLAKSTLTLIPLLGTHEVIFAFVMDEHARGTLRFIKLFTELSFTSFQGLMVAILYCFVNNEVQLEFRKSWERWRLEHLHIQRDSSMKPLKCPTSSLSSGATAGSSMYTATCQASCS
GLP-1R inv ag = acts as inverse agonist at human GLP-1 receptor | P43220 | HEK293 GLP-1R CRE-luciferase, luminescence, 24 h; GLP-1R form is constitutively active | Potency, µM (top dose mostly 38.3 µM), inactives show at the top dose activity change, negative = inhibition, hits mostly inhibitors | hit rate 1.6% among 410,000 | AID 624417; further: on the % scale 0 is the no-effect control and ±100 the full control effect; nearly all actives have a fitted effect of over 55% in size
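HEK293 cells stably co-expressing constitutively active GLP-1R and a cAMP-responsive luciferase reporter were seeded in DMEM with 10% Nu serum, given compounds after 12 h, and incubated 24 h at 37 deg C. Luminescence was then read.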
KB-3-1 tox = kills parental KB-3-1 adenocarcinoma cells; KB-3-1 viability, CellTiter-Glo ATP luminescence, 72 h; Potency, µM (top dose mostly 46.1 µM), without a hit: at the highest dose activity change, negative = cytotoxic, actives largely listed as cytotoxic; hit rate 1.4% among 400,000; AID 1347075; further: on the % scale 0 is the no-effect control and ±100 the full control effect; nearly all actives have a fitted effect of over 60% in size
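Luminescent ATP read-out (CellTiter-Glo) measures survival of drug-naive KB-3-1 cells after 72 h compound exposure at 37 °C. Titration series was screened from lowest to highest concentration, with DMSO vehicle plates as background controls.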
HT1080-NT tox = kills 2HG-producing HT-1080-NT fibrosarcoma cells; HT-1080-NT fibrosarcoma viability, CellTiter-Glo ATP luminescence, 48 h; Potency, µM (titrated, usually from 46.1 µM), inactives show at the highest dose activity, negative = less viability, actives largely listed as cytotoxic; hit rate 1.6% among 360,000;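 further: NT is the 2HG producing partner of a matched IDH1 knockdown line; 0% = DMSO-treated cells and -100% = media-only wells without cells; nearly all actives have a fitted effect of over 55% in size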
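Read-out is CellTiter-Glo luminescence after 10 minutes at room temperature, following 48 hours' compound treatment of HT-1080-NT cells (750 cells/well, RPMI, 5% FBS, 37 degrees C).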
TDP43 rescue = inhibitors of TDP-43 toxicity in yeast; Potency, µM (doses to about 46.1 µM), for inactives: top-dose growth rescue (activation), usual class: activators; TDP-43 expressing yeast growth rescue, BacTiter-Glo, 24 h; hit rate 1.8% among 410,000; further: % of control where 0% means no effect; nearly all actives have a fitted effect of over 50% in size
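In this qHTS, compounds that restore growth of yeast expressing TDP-43 appear as activators. Cells (OD600=0.02, galactose medium, raffinose-pregrown) are incubated with compound 24 hr at 30 deg C and growth is quantified by BacTiter-Glo.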
HT1080 IDH1KD tx = HT-1080 IDH1 knockdown cell toxicity (counter line). HT-1080 IDH1 knockdown viability, ATP luminescence, 48 h. AID 686971. Potency, µM (series often up to 46.1 µM), for the others: top-dose activity, negative = toxicity, hits mostly cytotoxic. hit rate 2% among 360,000;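 further: 0% = DMSO wells and -100% = cell-free medium wells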
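% activity derives from luminescence (CellTiter-Glo), normalised to DMSO and no-cell wells. HT-1080-IDH1KD cells, 750/well, had 48 h compound exposure at 37 °C.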
SW480 rerep = inducers of DNA re-replication in SW480 colon cancer cells. SW480 DNA re-replication, Hoechst DNA content imaging, 48 h. Potency, µM (titrated, usually from 46.1 µM), for inactives: at the highest dose re-replication activation, actives largely listed as activators. hit rate 1.8% among 340,000; further: % of control where 0% means no effect; nearly all actives have a fitted effect of over 55% in size
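250 cells/well; 23 nL cpd via pin tool; 48 hr, 37 C, 5% CO2; Hoechst 40 min; imager read of total nuclear intensity, ex 405/em 500-530 nm.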
KB-V1 cytotox = kills drug-selected multidrug resistant KB-V1 cells | hit rate 3.4% among 400,000 | Potency, µM (top dose mostly 46.1 µM), without a hit: top-dose activity change, negative = cytotoxicity, actives largely listed as cytotoxic | KB-V1 MDR cells viability, CellTiter-Glo, 72 h; further: on the % scale 0 is the no-effect control and ±100 the full control effect; nearly all actives have a fitted effect of over 60% in size
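Readout: CellTiter-Glo luminescence, 10 min after addition. Cells: KB-V1 MDR subline, 72 h at 37 degrees C with compound. Analysis: corrected, normalized data fitted to concentration-effect curves.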
An asterisk follows results filed as active; u = inconclusive; x = not tested or not shown; [ ] = remark or other dose. The call rests on the fitted dose curve; in most records, active means well fitted curve in the direction sought with a large enough effect; inconclusive means small, poorly fitted or top-dose-only effect, or another doubt; inactive means no such curve, though single readings can be large; an effect the other way counts as inactive or inconclusive. Potency means the concentration at half of the fitted maximal effect.

Each structure is followed by: GLP1R cytotox	GLP1R ag	GLP-1R inv ag	KB-3-1 tox	HT1080-NT tox	TDP43 rescue	HT1080 IDH1KD tx	SW480 rerep	KB-V1 cytotox
(1) N#Cc1c(SC(C(=O)O)c2ccccc2)nc2c(c1-c1cccs1)CCCC2 (configuration not stated)
→ -13%	13%	u	-3%	-18%	-5%	-1%	8%	6%
(2) O=C(Nc1cc([N+](=O)[O-])ccc1Cl)c1cccnc1
→ -14%	-1%	5%	1%	1%	u	12%	-4%	3%
(3) Cc1ccc(Nc2nnc(SCC(=O)Nc3ccccc3[N+](=O)[O-])s2)cc1
→ -7%	4%	-9%	-1%	-2%	-30%	-4%	-1%	u
(4) c1ccc(Nc2nc(-c3cccs3)cs2)nc1
→ -3%	9%	u	-26%	-26%	35µM*	-22%	-5%	1%
(5) COc1cccc(C2CC(c3ccc(C)cc3)n3nc(N)nc3N2)c1 (configuration not stated)
→ 4%	-2%	25%	-11%	-20%	-7%	2%	6%	11%
(6) O=C(COC(=O)c1cccc(S(=O)(=O)NCc2ccccc2)c1)NC1CC1
→ 5%	3%	-11%	10%	5%	-3%	6%	1%	3%
(7) CCOC(=O)c1sc2nc3c(cc2c1N)COC(C)(C)C3
→ 36%[activator]	4%	10%	u	12%	11%	5%	0%[9.22 µM]	-13%
(8) COc1ccc(S(=O)(=O)N2CCCCC2)cc1NC(=O)CN1CCN(C(C)=O)CC1
→ -6%	7%	16%	-14%	4%	5%	-3%	0%	0%
(9) CCCc1[nH]nc2c1C(c1ccc(OC)c(Cn3nc(C)c(Br)c3C)c1)C(C#N)=C(N)O2 (configuration not stated)
→ -18%	-4%	u	16%	-15%	19%	-16%	-6%	-11%
(10) CCSc1oc(-c2ccco2)nc1S(=O)(=O)c1ccc(F)cc1
→ -8%	-2%	7%	-28%	4%	0%	4%	1%	16µM*
(11) COc1ccc(-c2csc(NC(=O)[C@H](C)N3C(=O)C4CC=CCC4C3=O)n2)cc1OC (some centres not stated)
→ -25%	-27%	3%	-1%	-1%	27%	2%	-5%	u
(12) CCN1C(=O)[C@H]2[C@@H](c3ccc(Cl)cc3)N3C(=O)CN(CC4CC4)C(=O)[C@@]3(Cc3ccccc3)[C@H]2C1=O
→ 0%	7%	3%	-14%	3%	7%	16%	-10%	-13%
(13) CC1CCCCN1CC(=O)N1CCCc2c1c(=O)oc1ccc(OCc3ccccc3)cc21 (configuration not stated)
→ 26%	x	u	-3%	x	-27%	x	x	-18%
(14) Cc1cc(C(=O)NCC(=O)OCC(=O)N(C(C)C)C(C)C)ccc1[N+](=O)[O-]
→ 0%	4%	4%	-1%	9%	-16%	11%	-5%	18%
(15) O=C(CS(=O)(=O)c1cn(Cc2cccc(F)c2)c2ccccc12)N1CCCCC1
→ 1%	-6%	0%	-7%	-7%	-3%	-6%	-3%	-2%
(16) CCN(CC)CC#CCC(OC)(c1ccccc1)c1ccccc1
→ -3%	3%	8%	0%	12%	7%	10%	2%	0%
(17) COc1cccc(-c2nn(C)c3sc(C(=O)N4CCN(c5cccc(C)c5)C(C)C4)cc23)c1 (configuration not stated)
→ -28%	x	u	7%	x	27%	x	x	12%
(18) CCn1cc(C(=O)N2CCOCC2)c(=O)c2cc(S(=O)(=O)N(C)C3CCCCC3)ccc21
→ 1%	1%	1%	2%	-15%	4%	8%	-4%	3%
(19) O=C(O)CCCC(=O)Nc1ccc(C(=O)NCc2cccnc2)cc1
→ -7%	-7%	0%	1%	4%	-17%	5%	-4%	8%
(20) O=C1c2ccccc2C(=O)N1CCc1csc(NNc2nc(CCN3C(=O)c4ccccc4C3=O)cs2)n1
→ -19%	-3%	14%	-8%	6%	-22%	0%	-11%	-16%

Sorted by the number under GLP1R ag (falling): four of the compounds above
| # | mol | GLP1R ag | SW480 rerep |
| --- | --- | --- | --- |
| 12 | CCN1C(=O)[C@H]2[C@@H](c3ccc(Cl)cc3)N3C(=O)CN(CC4CC4)C(=O)[C@@]3(Cc3ccccc3)[C@H]2C1=O | 7% | -10% |
| 16 | CCN(CC)CC#CCC(OC)(c1ccccc1)c1ccccc1 | 3% | 2% |
| 18 | CCn1cc(C(=O)N2CCOCC2)c(=O)c2cc(S(=O)(=O)N(C)C3CCCCC3)ccc21 | 1% | -4% |
| 15 | O=C(CS(=O)(=O)c1cn(Cc2cccc(F)c2)c2ccccc12)N1CCCCC1 | -6% | -3% |

Other results:
21	Cc1noc(COc2ccccc2OCc2onc(C)c2Cl)c1Cl
22	Cn1cc(CN2CCCCC2C(=O)Nc2ccc(-n3cccn3)cc2)cn1 (configuration not stated)
23	CCOc1ccc(CN2CCN(Cc3[nH]c4ccc(OC)cc4c3C)CC2CCO)cc1 (configuration not stated)
24	O=C(O)c1ccc(/C=N/N2CCN(Cc3ccccc3)CC2)cc1
25	O=C(Nc1ccc(S(=O)(=O)Nc2nccs2)cc1)c1ccc(F)c(S(=O)(=O)N2CCOCC2)c1
26	CCC(c1nnnn1CCC(C)C)N1CCC(C(N)=O)CC1 (configuration not stated)
27	Cc1cc(C)c(Nc2nn3c(=O)c4cc5c(cc4nc3s2)OCO5)c(C)c1
28	Cc1ccc2oc(C(=O)Nc3ccc(S(=O)(=O)N(C)Cc4ccccc4)cc3)cc(=O)c2c1

Compound,21,22,23,24,25,26,27,28
GLP1R cytotox,63%[activator],3%,-22%,4%,-2%,-11%,-8%,0%
GLP1R ag,4%,11%,6%,1%,-3%,7%,x,x
GLP-1R inv ag,u,61%[activator],13µM*,3%,16%,6%,13%,2%
KB-3-1 tox,-12%,-1%,-16%,-17%,-1%,-1%,2%,14%
HT1080-NT tox,-16%,5%,u,2%,5%,4%,x,x
TDP43 rescue,u,14%,-10%,5%,9%,-15%,8%,18%
HT1080 IDH1KD tx,-4%,9%,u,4%,2%,5%,x,x
SW480 rerep,-2%,u,u,u,5%,-4%,x,x
KB-V1 cytotox,-19%,-14%,u,-18%,12%,20%,-6%,-1%

29	O=C(NCc1ccc2c(c1)OCO2)c1cccc([N+](=O)[O-])c1
30	COc1ccc(/C=C/c2c(-c3cccc(C)c3)oc3ccc(N4CCOCC4)cc23)cc1
31	CC(=O)Nc1ccc(-c2nc3c(C)cccc3[nH]2)cc1
32	CS(=O)(=O)N(CCc1ccccc1)CC(=O)N1CCc2ccccc2C1
33	COc1ccc2c(c1)/C(=C/c1cc(OC)c(OC)c(OC)c1)C(=O)N2
34	CN1C(=O)/C(=C/c2ccc(C(F)(F)F)cc2)Sc2ccc(C(=O)N3CCN(c4ccccn4)CC3)cc21
35	O=S(=O)(NC1CCc2ccccc21)c1ccc(S(=O)(=O)N2CCCC2)cc1 (configuration not stated)
36	CC1CCCCC1NC(=O)CN1CCC(O)(c2ccc3c(c2)OCO3)CC1 (configuration not stated)
37	O=C(COC(=O)Cc1ccc(F)cc1)NC(=O)NC1CCCC1
38	COCC(C)NC(=O)CSc1ncnc2sc(-c3ccccc3)cc12 (configuration not stated)
39	CCCOc1ccc(N2C(=O)CC(N(CCc3ccc(OC)cc3)C(=O)c3ccccc3)C2=O)cc1 (configuration not stated)

Compound,29,30,31,32,33,34,35,36,37,38,39
GLP1R cytotox,107%[activator],-5%,19%,-11%,u,-4%,-2%,-2%[7.66 µM],3%,0%,8%
GLP1R ag,0%,-6%,1%,-1%,2%,-3%,10%,3%,0%,18%,-1%
GLP-1R inv ag,14%,5%,-3%,u,u,u,u,0%[7.66 µM],-17%,1%,u
KB-3-1 tox,4%,-10%,1%,13%,2.3µM*,-12%,-29%,7%,u,-16%,-3%
HT1080-NT tox,3%,-3%,6%,2%,5.8µM*,-24%,-7%,-10%,-2%[9.24 µM],5%,u
TDP43 rescue,30%,-17%,10%,21%,0%,-20%,-5%,-14%,22%,23%,21%
HT1080 IDH1KD tx,0%,0%,0%,0%,5.8µM*,-10%,0%,-8%,12%,12%,u
SW480 rerep,-1%,6%,-7%,2%,2.6µM*,2%,u,3%,u,-4%,23%
KB-V1 cytotox,-1%,8%,1%,-2%,u,8%,-14%,u,u,u,-27%

Two successive entries from above, quoted:
1	N#Cc1c(SC(C(=O)O)c2ccccc2)nc2c(c1-c1cccs1)CCCC2 (configuration not stated)
2	O=C(Nc1cc([N+](=O)[O-])ccc1Cl)c1cccnc1

Compound,1,2
GLP1R cytotox,-13%,-14%
GLP1R ag,13%,-1%
GLP-1R inv ag,u,5%
KB-3-1 tox,-3%,1%
HT1080-NT tox,-18%,1%
TDP43 rescue,-5%,u
HT1080 IDH1KD tx,-1%,12%
SW480 rerep,8%,-4%
KB-V1 cytotox,6%,3%

2 of these compounds in another layout.
| nr | SMILES | GLP1R cytotox | GLP1R ag | GLP-1R inv ag | KB-3-1 tox | HT1080-NT tox | TDP43 rescue | HT1080 IDH1KD tx | SW480 rerep | KB-V1 cytotox |
| --- | --- | --- | --- | --- | --- | --- | --- | --- | --- | --- |
| 1 | N#Cc1c(SC(C(=O)O)c2ccccc2)nc2c(c1-c1cccs1)CCCC2 (configuration not stated) | -13% | 13% | u | -3% | -18% | -5% | -1% | 8% | 6% |
| 2 | O=C(Nc1cc([N+](=O)[O-])ccc1Cl)c1cccnc1 | -14% | -1% | 5% | 1% | 1% | u | 12% | -4% | 3% |

This is a random part of the collection; 9.4% or so of the library scored in one or more.
